# RMI-FANCM inh: RMI-FANCM interaction inhibition; Fluorescence polarization, RMI core complex with F-MM2 peptide; hits give low values; FP signal (polarization) at 33 µM; hit rate 0.58% among 70,000; in the data active means FP signal below about 40; further: inactives centre near 61; strong numbers were not always called active; unit not given here
# * marks the source's active call; other numbers are inactive results; & = joins results of further samples. Some of the compounds tested; the hit share may differ from the screen's.
# Sample of the layout, 4 compounds:
RMI-FANCM inh	Compound
66	C#C[C@]1(O)CCC2C3CCC4=Cc5oncc5C[C@]4(C)C3CC[C@@]21C (stereo partly drawn)
57	CC(NS(=O)(=O)c1ccc(F)cc1)C(c1cccs1)N1CCN(c2ccc(F)cc2)CC1 (stereo not drawn)
72	Cc1cc(S(=O)(=O)N2CCOC23CCNCC3)ccc1F
65	CC(C)NC(=O)Nc1ccc(CN2CCN(C)CC2)cc1

# All compounds of this part, previewed entries included:
RMI-FANCM inh	Compound
66	C#C[C@]1(O)CCC2C3CCC4=Cc5oncc5C[C@]4(C)C3CC[C@@]21C (stereo partly drawn)
57	CC(NS(=O)(=O)c1ccc(F)cc1)C(c1cccs1)N1CCN(c2ccc(F)cc2)CC1 (stereo not drawn)
72	Cc1cc(S(=O)(=O)N2CCOC23CCNCC3)ccc1F
65	CC(C)NC(=O)Nc1ccc(CN2CCN(C)CC2)cc1
64	O=C(CSc1ncnc2c1oc1ccccc12)Nc1nc2ccccc2s1
63	Cc1cc(C)c(NC(=O)CSc2cn(C)c3ccccc23)c(C)c1
70	CCOC(=O)c1sc(=NC(=O)CS(=O)(=O)c2ccc(F)cc2)n(C)c1C
68	CS(=O)(=O)N1CCCC(C(=O)Nc2nc(-c3nc4ccccc4s3)cs2)C1 (stereo not drawn)
61	COC(=O)C(O)c1ccccc1 (stereo not drawn)
69	COc1ccccc1NC(=O)C(=O)NCCc1ccc(N(C)C)cc1
63	N#C/C(=N/Nc1cccc(S(=O)(=O)N2CCOCC2)c1)c1nc2ccccc2[nH]1
59	COc1ccc(-c2nc(CCNC(=O)c3cccs3)cs2)cc1OC
56	N/C(CS(=O)(=O)c1ccc(Cl)cc1)=N/O
49	CC(C)(C)C(=O)Nc1ccc(-c2cc3cc(Cl)ccc3o2)cc1
56	CCOC(=O)c1c(-c2c(Cl)cccc2Cl)noc1N
58	CCOc1ccc(-c2ccc(=O)n(CCNC(=O)CCSc3ccccc3)n2)cc1
65	COCCNC(=O)Cc1csc(Nc2ccc(OC(F)(F)F)cc2)n1
52	Cc1cccc(Cl)c1OC(=O)c1cc(C(C)(C)C)nn1C
54	COC(=O)C1SC(C)SCC1=O (stereo not drawn)
51	O=S(=O)(Cc1cccc(C(F)(F)F)c1)NCc1ccc2c(c1)OCO2
64	COC(=O)c1ccc2c(=O)n(CC(=O)NCCN3CCN(c4ccccc4)CC3)c(=S)[nH]c2c1
62	O=C(O)c1ccc(-n2nc(C(F)(F)F)c3c2CCCC3)cc1
67	O=C(CC1CCCCN1S(=O)(=O)c1ccc(F)cc1)Nc1ccccc1Cl (stereo not drawn)
131	COc1cc(OC)c(NC(=O)Cn2ncn3nc(-c4ccccc4)cc3c2=O)cc1Cl

# Exported with each value named: part of the list above.
COc1cc(OC)c(NC(=O)Cn2ncn3nc(-c4ccccc4)cc3c2=O)cc1Cl
  RMI-FANCM inh: 131

COC(=O)C1SC(C)SCC1=O (stereo not drawn)
  RMI-FANCM inh: 54

O=C(O)c1ccc(-n2nc(C(F)(F)F)c3c2CCCC3)cc1
  RMI-FANCM inh: 62

Cc1cccc(Cl)c1OC(=O)c1cc(C(C)(C)C)nn1C
  RMI-FANCM inh: 52

# Following part
RMI-FANCM inh	Compound
54	Cc1cccc(-n2ccn(CC(=O)NCc3ccccc3)c(=O)c2=O)c1C
51	COc1ccccc1C1CC(c2c(-c3ccccc3)c3cc(Br)ccc3[nH]c2=O)=NN1S(=O)(=O)c1ccc(C)cc1 (stereo not drawn)
63	O=C(CSc1nnc(NC(=O)C2CCCCC2)s1)Nc1ccc2c(c1)OCCO2
59	O=c1oc2cc([N+](=O)[O-])ccc2c2ccc([N+](=O)[O-])cc12
65	O=C(/C=C/c1ccco1)NC(=S)Nc1ccccc1C(=O)NCc1ccco1
67	CC(C)N1CCC(CNC(=O)Cc2ccc(Cl)cc2)CC1
90	COC(=O)[C@H]1[C@H]2CC3c4[nH]c5cc(OC)ccc5c4CCN3C[C@H]2C[C@@H](OC(=O)/C=C/c2cc(OC)c(OC)c(OC)c2)[C@@H]1OC (stereo partly drawn)
62	O=C(Cc1ccc(Cl)cc1)NCCOc1ccc2c(c1)OCO2

# Another view of some results above.
canonical_smiles,RMI-FANCM inh
O=c1oc2cc([N+](=O)[O-])ccc2c2ccc([N+](=O)[O-])cc12,59
COC(=O)[C@H]1[C@H]2CC3c4[nH]c5cc(OC)ccc5c4CCN3C[C@H]2C[C@@H](OC(=O)/C=C/c2cc(OC)c(OC)c(OC)c2)[C@@H]1OC (stereo partly drawn),90
Cc1cccc(-n2ccn(CC(=O)NCc3ccccc3)c(=O)c2=O)c1C,54
O=C(Cc1ccc(Cl)cc1)NCCOc1ccc2c(c1)OCO2,62
COc1ccccc1C1CC(c2c(-c3ccccc3)c3cc(Br)ccc3[nH]c2=O)=NN1S(=O)(=O)c1ccc(C)cc1 (stereo not drawn),51

# More results follow.
RMI-FANCM inh	Compound
64	COc1cn(-c2ccc(F)cc2)nc1C(=O)NCc1c(F)cccc1F
60	CN1CCN(C(CNS(=O)(=O)c2cccs2)c2cccnc2)CC1 (stereo not drawn)
66	Cc1ccc(C(=O)NCCn2nc(C)cc2C)cc1
61	O=C(/C=C/c1ccco1)NCCCS(=O)(=O)N1CCN(c2ccccn2)CC1
63	CCOc1ccc(-c2noc(CN3N=NC4C(=O)N(c5cccc(Cl)c5)C(=O)C43)n2)cc1OC (stereo not drawn)
59	O=C(Cl)c1ccc(S(=O)(=O)NC2CC2)cc1
63	Cc1ccc(Sc2c(-c3ccccc3)nc3ncccn23)cc1
56	O=C(Nc1nc2cc3c(cc2s1)OCCO3)C1COc2ccccc2O1 (stereo not drawn)
58	O=C(Nc1n[nH]c(=S)s1)c1c(F)cccc1F
62	CCOC(=O)N1CCN(C(=O)c2cnc3n(c2=O)CCS3)CC1
70	O=C(COc1ccc(F)cc1)Nc1ccc2c(c1)CN(C(=O)c1cccs1)CC2
64	Cn1nc(-c2ccc(/C=C(\C#N)C(=O)c3ccco3)s2)cc1C(F)(F)F
64	C=CCN1C(=O)C(C)(C)COc2cc(NS(=O)(=O)c3ccc(Br)cc3)ccc21
68	COc1ccccc1NC(=O)CS(=O)(=O)c1ccc(Cl)s1
60	COc1ccccc1C1CCN(S(=O)(=O)c2cc(Cl)cc(Cl)c2)CC1
53	O=C1OC(CN2CCOCC2)CN1/N=C\c1ccc([N+](=O)[O-])o1 (stereo not drawn)
51	Nc1c(C(=O)Nc2ccc(Cl)cc2)c2nc3ccccc3nc2n1/N=C\c1ccco1
68	COc1ccc(C(=O)N2CCN(c3ccc(-c4cccs4)nn3)CC2)c(OC)c1
56	O=C(Nc1nc(CC(=O)N2CCCc3ccccc32)cs1)C1CC1
101	COc1cccc(-c2noc(CSc3nc4ccccc4c(=O)n3Cc3ccco3)n2)c1OC
-3*	c1ccc2c(c1)Nc1nc3ccccc3nc1N2
58	Cc1nc2c(=O)n(CC(=O)N3CCc4ccccc43)nc(-c3ccc(Cl)cc3)c2s1
78	COc1cccc(OC)c1C(=O)Nc1nc(-c2cc3ccccc3oc2=O)cs1
61	O=C(COc1ccc(Br)cc1)N/N=C\c1ccc(Br)o1
53	O=C(NCC(c1ccc2c(c1)OCO2)N1CCN(c2ccccc2)CC1)Nc1cccc(Cl)c1 (stereo not drawn)
59	COc1cc2[nH]c3c(=O)n(CC(=O)NCc4c(C)nn(C)c4C)cnc3c2cc1OC
62	Cc1ccc(-c2nnc(NC(=O)c3cccc(Br)c3)o2)cc1C
64	O=C(Nc1cccc(C(F)(F)F)c1)c1cc2cc([N+](=O)[O-])ccc2o1
61	O=C(CCOc1ccccc1)Nc1ncc(-c2ccc(Cl)c(Cl)c2)s1
53	N#CNC=Nc1cc(Cl)cc(Cl)c1
73	Cc1sc2nc(SCC(=O)OC(C)(C)C)n(-c3ccccc3)c(=O)c2c1C
75	NC(=O)c1ccsc1NC(=O)COc1ccc(Cl)cc1
65	COc1cccc2cc(C(=O)Nc3nnc(-c4ccc5c(c4)OCO5)o3)oc12
67	Cc1cc(N)n(-c2nc(-c3ccccc3)cc(=O)[nH]2)n1
55	O=C(Nc1cc2ccccc2cc1NC(=O)c1cccc(Cl)c1)c1cccc(Cl)c1
68	COc1cc(OC)cc(C(=O)NCCOc2ccc3nnc(-c4cccc(F)c4)n3n2)c1
65	COc1ccc(C)cc1S(=O)(=O)Nc1ccc2c(c1)N(C(C)=O)CC2
53	C=CCc1cccc(C=Nc2ccc(Br)cc2)c1O
62	CC(=O)C(C(=O)N(C)C)n1cnc2c(cnn2-c2ccccc2)c1=O (stereo not drawn)
60	CCOc1ccc(C(=O)c2ccc(O)c(O)c2O)cc1
68	C[C@]12C=CC(=O)C=C1CC[C@@H]1C2=CC[C@]2(C)[C@@H](C(=O)CN3CCN(c4cc(N5CCCC5)nc(N5CCCC5)n4)CC3)CC[C@@H]12
74	CC(C)Oc1ccc(C(=O)NCCc2ccc(N3CCCC3)cc2)cc1
45	O=C(Nc1nc2ccccc2c(=O)s1)c1ccccc1
51	N#CCCN(C(=O)c1ccc(Sc2ccccc2)c([N+](=O)[O-])c1)C1CCCCC1
67	O=C(NCCOc1ccc2nnc(-c3ccc(F)cc3)n2n1)c1ccccc1C(F)(F)F
62	Cc1cccc(NC(=O)/C(C#N)=C/c2ccc(OCc3ccccc3)cc2)n1
69	CCNc1nc(NCC)n2c(SCC(=O)Nc3ccc(Cl)c(C(F)(F)F)c3)nnc2n1
75	CC1(C)CC(NS(=O)(=O)CC23CCC(CC2=O)C3(C)C)CC(C)(C)N1 (stereo not drawn)
65	CCc1ccccc1NC(=O)C(=O)NCC1CCN(Cc2ccco2)CC1
55	Cc1nnsc1C(=O)NC1Cc2ccccc2C1
51	O=[N+]([O-])c1ccc(-n2ncc(-c3nnc(-c4ccco4)o3)c2C(F)(F)F)cc1
53	CCN1CCN(c2nc3ccc(OC(=O)c4cccc(N5C(=O)CCC5=O)c4)cc3s2)CC1
54	O=C(COc1ccc(Cl)cc1Cl)Nc1nnc(C2CCCO2)o1 (stereo not drawn)
55	N=C(N)Cc1c(Cl)cccc1Cl
57	COc1ccc(C(C[N+](=O)[O-])c2c(N)n(C)c(=O)n(C)c2=O)cc1 (stereo not drawn)
49	O=C(CC(C(=O)O)c1ccccc1)c1cccs1 (stereo not drawn)

# (next part)
RMI-FANCM inh	Compound
61	Cc1ccc(C(=O)Nc2ccc3c(c2)OCO3)cc1S(=O)(=O)N1CCOCC1
63	CC(=O)n1c(CC#N)nc2ccccc21
63	Cc1ccc(Cl)cc1N1CCN(Cc2nc3c(c(=O)[nH]c(=O)n3C)n2CC(=O)c2ccccc2)CC1
66	CC(C)CCN1C(=O)CCc2cc(NS(=O)(=O)c3ccccc3Br)ccc21
62	CCOc1ccc(S(=O)(=O)NCCNC(=O)c2ccc(NC(=O)C(C)(C)C)cc2)cc1
65	O=C(Nc1ccc(SCC(=O)N2CCc3ccccc32)nn1)c1ccccc1
48	O=C(O)CCc1nc2ccccc2n1CCC(=O)O
54	Nc1ncnc(SCc2ccc(Cl)cc2)n1
53	O=C(NCc1ccc(-c2cccs2)s1)c1ccc(N2CCOCC2)nc1
62	O=C(COc1ccccc1)N1CCCC(c2nnc(Cc3ccc(F)cc3)o2)C1 (stereo not drawn)
62	O=C(Cc1ccccc1)Nc1ccc(Cc2ccc(NC(=O)Cc3ccccc3)cc2)cc1
55	Cn1ccnc1
71	COc1ccc(S(=O)(=O)Nc2ccc3c(c2)N(C(=O)c2ccccc2)CCC3)c(C)c1
53	COc1ccc2sc(N(Cc3ccccn3)C(=O)CCSc3ccc(C)cc3)nc2c1
44	COc1cc2c(c3c1C(=O)CC(c1ccccc1)O3)C=CC(C)(C)O2 (stereo not drawn)
55	CCOc1cccc2cc(C(=O)NCCn3nc(-c4ccco4)ccc3=O)c(=O)oc12
57	CCCCOC(=O)c1ccc(NC(=O)C(=O)c2cn(CC(=O)N3CCOCC3)c3ccccc23)cc1
51	CN1C2CCC1CC(OC(=O)c1c[nH]c3ccccc13)C2 (stereo not drawn)
60	Cc1cc(C)c(-n2c(SCc3nc(COc4ccc([N+](=O)[O-])cc4)no3)n[nH]c2=O)c(C)c1
61	Cc1cc(NC(=O)C2COc3ccccc3O2)no1 (stereo not drawn)
61	O=C(c1cccc([N+](=O)[O-])c1)N1CCCC(C(F)(F)F)C1 (stereo not drawn)
57	CCNc1nc(NCC)n2c(SCC(=O)Nc3cc(C)ccc3OC)nnc2n1
58	COCCNC(=O)c1ccc2c(=O)n(Cc3ccc4c(c3)OCO4)c(=S)[nH]c2c1
94	O=C(NCCn1ncc2c(=O)n(Cc3ccccc3F)cnc21)c1cc2ccccc2o1
68	O=S(=O)(Nc1ccc(Br)cc1)N1CCCCCC1
50	ON(Cc1ccccc1)Cc1ccccc1
82	CCOC(=O)c1c(-c2ccc(OC)cc2)csc1NC(=O)CCN1CCC(C)CC1
58	CC(=O)Nc1cccc(NC(=O)Cc2cc(=O)[nH]c(SCc3ccccc3F)n2)c1
52	Cc1ccc(CNC(=S)N(C)C)cc1
71	COC(=O)c1ccc2c(=O)n(CCCN3CCN(c4cc(C)ccc4C)CC3)c(=S)[nH]c2c1
52	CS(=O)(=O)c1cccc(C(=O)Nc2ccc3sccc3c2)c1
56	CN1CCN(C(CNC(=O)C(=O)NC2CCCCC2)c2ccc3c(c2)CCN3C)CC1 (stereo not drawn)
60	O[C@@H]1C2C3CC4C5C3C1C5[C@@H](O)C42 (stereo partly drawn)
60	Cc1ccc(C(=O)Nc2nc3c(C)cc(C)cc3s2)cc1
62&54	O=C(c1ccccc1)N1CCN(C2c3cccc4cccc(c34)C2NS(=O)(=O)c2ccccc2)CC1 (stereo not drawn)
67	O=C(Nc1ccc(OC(F)(F)F)cc1)C1CCCN(c2ccc(-c3ccco3)nn2)C1 (stereo not drawn)
132	O=C(CSc1nnc2scc(-c3ccc(Cl)cc3)n12)c1ccc2c(c1)OCO2
63	FC(F)(F)c1cnc(N2CCSCC2)c(Cl)c1
65	Cc1ccc(Cn2c3c(c(=S)[nH]c2=O)CCC3)cc1
121	O=c1[nH]nc(SCc2nc(-c3ccc4c(c3)OCO4)no2)n2nc(-c3cccs3)cc12
51	O=C(Oc1cccc(N2CCOCC2)c1)c1ccc(CSC(=S)NCCc2ccc(Cl)cc2)cc1
63	Cn1c(=O)c(C#N)cn(-c2ccccc2)c1=O
85	COc1ccc(-c2cc3c(SCc4ccccc4)nccn3n2)cc1
68	CCn1cc(-c2n[nH]c(=S)n2C)ccc1=O

# Screens from PubChem.
